A549 viability – A549 cytotoxicity, counter-screen for Nrf2 inhibitors; A549 ARE-Fluc cells, CellTiter-Fluor viability, 18-24 h; Potency, µM (top dose mostly 46 µM), for the others: top-dose activity change, negative = cytotoxicity, most hits filed as inhibitors; 390,000 compounds, 0.16% hits; AID 504648; further: potency means the concentration at half of the fitted maximal effect; on the % scale 0 is the no-effect control and ±100 the full control effect
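Cytotoxicity counterscreen: CellTiter-Fluor fluorescence was measured in A549 ARE_Fluc cells after 18-24 h of compound exposure in a concentration series. The subsequent BugLite luminescent read reports ARE-luciferase activity.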
EPAC2 ag – agonists of human EPAC2 (RAPGEF4) | Q8WZA2 | EPAC2 activation, biochemical qHTS; response scale: 100% = 6.5 mM cAMP response | Potency, µM (doses to about 154 µM), without a hit: top-dose activation, usual class: activators | 360,000 compounds, 0.079% hits; further: potency means the concentration at half of the fitted maximal effect; nearly all actives have a fitted effect of over 50% in size
Target sequence (Q8WZA2 whole entry, looked up): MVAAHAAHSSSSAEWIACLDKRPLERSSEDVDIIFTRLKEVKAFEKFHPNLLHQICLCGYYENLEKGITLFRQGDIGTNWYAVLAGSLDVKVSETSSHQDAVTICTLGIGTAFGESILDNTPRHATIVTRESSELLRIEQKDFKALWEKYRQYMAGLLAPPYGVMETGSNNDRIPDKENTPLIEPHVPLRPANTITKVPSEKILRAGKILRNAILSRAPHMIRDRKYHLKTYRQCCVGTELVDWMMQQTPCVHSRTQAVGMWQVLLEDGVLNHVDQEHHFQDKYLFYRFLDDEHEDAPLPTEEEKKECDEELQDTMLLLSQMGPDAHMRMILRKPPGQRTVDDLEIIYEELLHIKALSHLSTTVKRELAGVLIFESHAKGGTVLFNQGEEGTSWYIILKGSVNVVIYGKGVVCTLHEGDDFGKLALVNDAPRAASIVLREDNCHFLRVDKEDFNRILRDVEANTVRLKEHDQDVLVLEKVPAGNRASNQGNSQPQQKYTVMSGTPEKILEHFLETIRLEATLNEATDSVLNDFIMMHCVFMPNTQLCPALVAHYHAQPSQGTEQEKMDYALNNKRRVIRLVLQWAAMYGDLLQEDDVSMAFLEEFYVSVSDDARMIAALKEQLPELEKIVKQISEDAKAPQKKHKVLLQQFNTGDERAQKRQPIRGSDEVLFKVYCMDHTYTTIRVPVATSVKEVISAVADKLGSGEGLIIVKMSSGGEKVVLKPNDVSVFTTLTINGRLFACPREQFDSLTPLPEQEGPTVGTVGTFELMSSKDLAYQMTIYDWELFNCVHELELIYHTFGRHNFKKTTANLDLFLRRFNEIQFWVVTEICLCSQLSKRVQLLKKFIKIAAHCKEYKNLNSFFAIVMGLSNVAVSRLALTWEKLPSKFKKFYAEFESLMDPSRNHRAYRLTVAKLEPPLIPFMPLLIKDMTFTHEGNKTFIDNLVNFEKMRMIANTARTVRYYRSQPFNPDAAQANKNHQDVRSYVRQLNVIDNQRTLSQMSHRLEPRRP
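Readout is BODIPY fluorescence (480 nm excitation, 540 nm emission), which falls as labeled GDP is exchanged off Rap1B. EPAC2 at 100 nM acted on 250 nM RAP1B-BODIPY-GDP with 50 uM GDP present.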
CCT modulator – modulators of cytosolic chaperonin (CCT/TRiC) activity | activity change, % (test concentration not listed), hits read low | 360,000 compounds, 0.3% hits | purified chaperonin ATPase assay, HTRF ADP detection, 30 min; in the data active means activity change below about -30%; further: on the % scale 0 is the no-effect control and ±100 the full control effect
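TRiC (40 or 20 nM final, by batch activity) in 30 mM Tris pH 7.4, 100 mM KCl, 5 mM MgCl2, 1 mM DTT was treated with compound at 76 uM single dose, then 10 uM ATP, 30 min at 37 °C. ADP was read by HTRF Transcreener.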
pAkt inh – Akt phosphorylation inhibition. activity change, % for hits at 50 µM. 360,000 compounds, 0.32% hits. Neuro2A IGF-stimulated pAkt S473 HTRF, 20 min; hits give low values; in the data active means activity change below about -80%; inconclusive means mostly about -51% to -80%; further: on the % scale 0 is the no-effect control and ±100 the full control effect
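Single-point screen (50 µM final compound) in Neuro2A cells stimulated 20 min with 6 nM IGF at 37 deg C. After lysis, Ser473-phosphorylated Akt read by HTRF (ex 330 nm, em 615/665 nm) as the 665/615 ratio.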
TGFb inhibitor – inhibitors of TGF-b signaling; HepG2 CAGA-GFP TGF-b/SMAD3 reporter, GFP fluorescence, 18 h; TGF-beta stimulated, 500 pg/mL final; Potency, µM (highest dose often 46.1 µM), for the others: top-dose activity, negative = inhibition, hits mostly inhibitors; 410,000 compounds, 1.2% hits; further: potency means the concentration at half of the fitted maximal effect; on the % scale 0 is the no-effect control and ±100 the full control effect; nearly all actives have a fitted effect of over 65% in size
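Smad-responsive CAGA-GFP expression was quantified in HEPG2 cells exposed to compounds and 500 pg/mL final TGF-beta for 18 h at 37 degrees C; unstimulated wells defined full inhibition.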
MmCpn inh – M. maripaludis TRiC chaperonin inhibition; AID 504842; Potency, µM (series often up to 76.9 µM), for inactives: at the top dose activity, negative = inhibition, most hits filed as inhibitors; 330,000 compounds, 0.031% hits; purified Mm-Cpn ATPase, ADP Transcreener TR-FRET; further: potency means the concentration at half of the fitted maximal effect; on the % scale 0 is the no-effect control and ±100 the full control effect; nearly all actives have a fitted effect of over 80% in size
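Eu-cryptate anti-ADP/ADP-d2 competition gives a ratio inversely related to ADP. Enzyme at 25 nM was pre-exposed to compound for 10 min, then given 10 uM ATP for 30 min, 37°C throughout.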
Nrf2 activator – Nrf2 pathway activation | AREc32 ARE-luciferase reporter (MCF7-derived line), luminescence, 24 h | Potency, µM (highest dose often 46.1 µM), for inactives: top-dose activation, most hits filed as activators | 410,000 compounds, 0.31% hits; further: potency means the concentration at half of the fitted maximal effect; % of control where 0% means no effect; nearly all actives have a fitted effect of over 65% in size
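ARE activation measured as luciferase luminescence (Steady-Glo, 30 min RT) in AREc32_Fluc cells after 24 hr compound exposure at 37 deg C, 5% CO2; cells seeded overnight at 1000/well in OPTI-MEM, 5% FBS.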
EPAC2 antag – antagonists of human EPAC2; Q8WZA2; EPAC2 GEF exchange of Rap1B-BODIPY-GDP, fluorescence; Potency, µM (top dose mostly 114 µM), for inactives: top-dose activity, negative = inhibition, hits mostly inhibitors; 360,000 compounds, 0.18% hits; further: potency means the concentration at half of the fitted maximal effect; on the % scale 0 is the no-effect control and ±100 the full control effect; nearly all actives have a fitted effect of over 45% in size; many of its hits are not listed in these tables
Nrf2 block – blocks Nrf2 signaling | A549 ARE-Fluc reporter, luciferase luminescence, 18-24 h | Potency, µM (highest dose often 46 µM), for the others: at the highest dose activity change, negative = inhibition, usual class: inhibitors | 360,000 compounds, 2.1% hits | AID 504444; further: potency means the concentration at half of the fitted maximal effect; on the % scale 0 is the no-effect control and ±100 the full control effect; nearly all actives have a fitted effect of over 60% in size
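Nrf2 function is reported as luminescence of an ARE-controlled luciferase in A549 cells. Compounds were tested at several concentrations, and a CellTiter-Fluor read on the same wells flagged cytotoxicity.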
* marks the source's active call; other numbers are inactive results; [ ] = another dose, or the depositor's remark. Unless noted, the call rests on the fitted dose curve; in most records, active means well fitted curve in the direction sought with a large enough effect; inconclusive means small, poorly fitted or top-dose-only effect, or another doubt; inactive means no such curve, though single readings can be large; an effect the other way counts as inactive or inconclusive.

`Cc1ccccc1C(=O)c1c[nH]c(C(=O)N2CCN(c3ccccc3F)CC2)c1` gave A549 viability 5.8%, EPAC2 ag -9.6%, CCT modulator 1.8, pAkt inh inactive, TGFb inhibitor inconclusive, MmCpn inh -1.2%, Nrf2 activator -0.2%, EPAC2 antag -22.0% and Nrf2 block inconclusive.
Cc1ccc(-n2cc(CCCCCCCCC(=O)O)nn2)cc1 was read as A549 viability 1.1%, EPAC2 ag 8.6%, CCT modulator -0.2, pAkt inh inactive, TGFb inhibitor inconclusive, MmCpn inh -2.6%, Nrf2 activator -0.2%, EPAC2 antag -2.0% and Nrf2 block -17.5%.
For Cc1ccc(-c2cc3ncc(C(=O)c4cc(Cl)c(C)cc4O)cn3n2)cc1 the results were A549 viability -2.2%, TGFb inhibitor -0.7%, Nrf2 activator 0.5% and Nrf2 block 7.0%.
`CC(C)(C)N(Cc1ccccc1)C(=O)COC(=O)C1CC1` gave A549 viability 0.1%, EPAC2 ag 6.0%, CCT modulator 1.3, pAkt inh inactive, TGFb inhibitor 3.7%, MmCpn inh 2.2%, Nrf2 activator 0.0%, EPAC2 antag -1.1% and Nrf2 block inconclusive.
COCc1cc(C)nc2sc3c(=O)n(-c4cccc5ccccc45)nnc3c12 was read as A549 viability -12.4%, EPAC2 ag 4.6%, CCT modulator -3.2, pAkt inh inactive, TGFb inhibitor -3.5%, MmCpn inh -2.1%, Nrf2 activator 0.5%, EPAC2 antag 0.1% and Nrf2 block 1.7%.
For COc1cccc(C2CCCCN2Cc2nc(-c3ccc(C)o3)oc2C)c1 (stereo not given) the results were A549 viability -0.3%, EPAC2 ag 14.5%, CCT modulator 1.4, pAkt inh inactive, TGFb inhibitor -21.6%, MmCpn inh 0.7%, Nrf2 activator -0.9%, EPAC2 antag -2.9% and Nrf2 block 5.6%.
`CCOCCCNC(=O)C1(O)c2cc(Br)ccc2NC(=O)N1c1ccc(CC)cc1` (stereo not given) gave A549 viability -1.5%, EPAC2 ag 2.4%, CCT modulator -1.0, pAkt inh inactive, TGFb inhibitor 1.5%, MmCpn inh -0.3%, Nrf2 activator -0.5%, EPAC2 antag -12.4% and Nrf2 block -6.7%.
C=C1C(=O)O[C@@H]2[C@H]1CC[C@H](C)[C@]1(O)CCC(=O)[C@@]21C was read as A549 viability -10.0%, EPAC2 ag 4.7%, CCT modulator 0.3, pAkt inh inactive, TGFb inhibitor inconclusive, MmCpn inh -2.1%, Nrf2 activator 8.3%, EPAC2 antag 3.2% and Nrf2 block -17.5%.
`CSc1ccc(CN(C)CC(=O)NCc2ccc(F)cc2)cc1` gave A549 viability 0.6%, EPAC2 ag -15.1%, CCT modulator 3.7, pAkt inh inactive, TGFb inhibitor inconclusive, MmCpn inh 0.0%, Nrf2 activator 2.5%, EPAC2 antag -8.3% and Nrf2 block 5.4%.
CCOC(=O)c1cc(-c2ccccc2)n(CC(=O)N2CCCC2)c1C was read as A549 viability -14.6%, EPAC2 ag 1.8%, CCT modulator -1.8, pAkt inh inactive, TGFb inhibitor -5.8%, MmCpn inh -0.3%, Nrf2 activator -0.3%, EPAC2 antag 0.2% and Nrf2 block -5.1%.
For COc1ccc(-n2c(SCC(=O)Nc3cc(C(=O)O)ccc3C)nc3ccccc3c2=O)cc1Cl the results were A549 viability -7.5%, EPAC2 ag 3.1%, CCT modulator -0.5, pAkt inh inactive, TGFb inhibitor 2.6%, MmCpn inh -3.4%, Nrf2 activator 0.1%, EPAC2 antag -12.8% and Nrf2 block -29.5%.
For CC1C(c2ccccc2)=[N+]([O-])C2(CCCC2)N1O (stereo not given) the results were A549 viability -4.8%, EPAC2 ag 4.3%, CCT modulator 2.3, pAkt inh inactive, TGFb inhibitor 0.2%, MmCpn inh 2.1%, Nrf2 activator -0.9%, EPAC2 antag -13.5% and Nrf2 block 5.1%.
Screening COC(=O)c1ccccc1NC(=O)Nc1nnc(N2CCCCC2C)s1 (stereo not given) returned A549 viability inconclusive, EPAC2 ag 13.2%, CCT modulator 0.2, pAkt inh inactive, TGFb inhibitor -12.0%, MmCpn inh -0.2%, Nrf2 activator -0.1%, EPAC2 antag -1.4% and Nrf2 block -12.5%.
`O=C(Nc1cccnc1)Nc1ccc(Br)cc1Cl` gave A549 viability -4.6%, EPAC2 ag -2.0%, CCT modulator 1.3, pAkt inh inactive, TGFb inhibitor -5.7%, MmCpn inh -1.1%, Nrf2 activator 0.3%, EPAC2 antag -15.2% and Nrf2 block inconclusive.
`CSc1ccccc1-c1cnc2cccnn12` gave EPAC2 ag 5.1%, CCT modulator 0.4, pAkt inh inactive, TGFb inhibitor 14.1%, Nrf2 activator -0.5% and EPAC2 antag 15.0%.
`Cc1ccc(-c2nnc3ccccc3c2C(=O)Nc2cccc(C(F)(F)F)c2)cc1` gave A549 viability 8.1%, TGFb inhibitor -19.2%, Nrf2 activator 2.4% and Nrf2 block inconclusive.
`CC1CCCCN1Cc1nc2c(c(=O)n(C)c(=O)n2C)n1CCCc1ccccc1` (stereo not given) gave A549 viability 23.1%, EPAC2 ag -6.9%, CCT modulator -0.6, pAkt inh inactive, TGFb inhibitor -5.0%, Nrf2 activator -0.4%, EPAC2 antag -15.7% and Nrf2 block inconclusive.
Screening C=CCn1c(-c2cccn(Cc3cccc(Cl)c3)c2=O)n[nH]c1=S returned A549 viability 7.8%, EPAC2 ag 9.1%, CCT modulator 0.2, pAkt inh inactive, TGFb inhibitor -12.8%, MmCpn inh -0.9%, Nrf2 activator 0.3%, EPAC2 antag 0.2% and Nrf2 block inconclusive.
For COc1ccccc1C(=O)NCCNC(=O)c1ccc(C)nc1 the results were A549 viability 2.2%, EPAC2 ag -0.4%, CCT modulator -0.1, pAkt inh inactive, TGFb inhibitor 1.9%, MmCpn inh -3.8%, Nrf2 activator 0.0%, EPAC2 antag 18.8% and Nrf2 block -4.3%.
`O=C(CSc1nc2ccccc2c(=O)n1-c1ccccc1)c1cccc([N+](=O)[O-])c1` gave A549 viability -7.3%, EPAC2 ag 2.9%, CCT modulator -1.1, pAkt inh inactive, TGFb inhibitor -1.1%, Nrf2 activator 0.4%, EPAC2 antag 3.5% and Nrf2 block inconclusive.
Screening CC(C)Cn1nc(NC(=O)C(C)(C)C)c2cc3ccccc3nc21 returned A549 viability 5.2%, EPAC2 ag 10.1%, CCT modulator -0.3, pAkt inh inactive, TGFb inhibitor -7.7%, MmCpn inh -1.4%, Nrf2 activator 3.1%, EPAC2 antag -15.9% and Nrf2 block 3.8%.
For O=C(CC[C@H]1O[C@@H](n2ccc(=O)[nH]c2=O)[C@H](O)[C@@H]1O)N[C@@H](Cc1ccccc1)C(=O)NCC1CCCO1 (stereo not given in full) the results were EPAC2 ag 5.6%, CCT modulator -1.3, pAkt inh inactive, TGFb inhibitor -38.6%, Nrf2 activator -0.9% and EPAC2 antag -4.4%.
Screening Cn1c(=O)n(CC(=O)O)c(=O)c2c1nc1n2CCCN1c1ccc(Cl)cc1 returned A549 viability -3.1%, TGFb inhibitor 2.6%, Nrf2 activator -1.3% and Nrf2 block 1.7%.
CCCc1cc(=O)n2[nH]c(-c3cccc(Br)c3)cc2n1 was read as A549 viability -13.2%, EPAC2 ag -3.6%, CCT modulator 0.3, pAkt inh inactive, TGFb inhibitor 11.3%, MmCpn inh -1.5%, Nrf2 activator 3.2%, EPAC2 antag 5.0% and Nrf2 block inconclusive.
For COc1ccc(CN(C(=O)c2snc(C(N)=O)c2N)C(C(=O)NC(C)(C)C)c2ccco2)cc1 (stereo not given) the results were A549 viability 1.2%, EPAC2 ag 6.6%, CCT modulator -2.9, pAkt inh inactive, TGFb inhibitor 11.6%, MmCpn inh -1.5%, Nrf2 activator -0.4%, EPAC2 antag -0.5% and Nrf2 block -0.8%.
`CC1(C(=O)NS(=O)(=O)c2cccc(C#N)c2)CCN1C(=O)CC1CCCC1` (stereo not given) gave EPAC2 ag 10.5%, CCT modulator -0.4, pAkt inh inactive, TGFb inhibitor -22.6%, Nrf2 activator 0.3%[9.22 µM] and EPAC2 antag 5.6%.
Screening CCCc1cc(=O)[nH]c(SCC(=O)Nc2ccc(Br)cc2Br)n1 returned A549 viability 9.2%, EPAC2 ag 4.0%, CCT modulator -5.7, pAkt inh inactive, TGFb inhibitor -0.6%, MmCpn inh -9.5%, Nrf2 activator 0.0%, EPAC2 antag -4.8% and Nrf2 block 4.1%.
`CCCN(CCC)CCNC(=O)Cn1cnc2sc(C)c(S(=O)(=O)N3CCN(c4ccccc4OC)CC3)c2c1=O` gave A549 viability 5.0%, TGFb inhibitor -21.9%, Nrf2 activator -0.2% and Nrf2 block 9.1%[9.27 µM].
`CC(C)(C)C(=O)NC(Nc1cccc2cccnc12)C(Cl)(Cl)Cl` (stereo not given) gave A549 viability -1.3%, EPAC2 ag -1.5%, CCT modulator 0.1, pAkt inh inactive, TGFb inhibitor inconclusive, MmCpn inh -2.8%, Nrf2 activator 15.6%, EPAC2 antag -24.3% and Nrf2 block inconclusive.
For NC(=S)N/N=C1\CCSc2ccc(Cl)cc21 the results were A549 viability -4.5%, EPAC2 ag 10.5%, CCT modulator -1.9, pAkt inh inactive, TGFb inhibitor -16.4%, MmCpn inh 0.5%, Nrf2 activator 3.2%, EPAC2 antag 2.7% and Nrf2 block inconclusive.
`CS(=O)(=O)c1cnc2c(-c3ccsc3)cnn2c1N` gave A549 viability 13.9%, EPAC2 ag 3.8%, CCT modulator 0.1, pAkt inh inactive, TGFb inhibitor -9.1%, MmCpn inh 0.4%, Nrf2 activator 14.8%, EPAC2 antag -1.5% and Nrf2 block inconclusive.

This is a subset (hit frequency here may not be typical).
